# From PubChem
# KCNQ1 block = human KCNQ1 channel inhibition. P51787. CHO-K1 KCNQ1, FluxOR thallium flux fluorescence; stronger effect = higher value. B-score at 10 µM. 310,000 compounds, 1.3% hits;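 active = compounds whose thallium flux B-score, printed positive for inhibition, exceeds three library SD while starting fluorescence stays within three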;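 also: channel opened by potassium depolarization with thallium stimulus after 20 min compound exposure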
# ANO1 block = blocks the mouse calcium-activated chloride channel TMEM16A | Q8BHY3 | HEK293 TMEM16A/YFP iodide influx fluorescence, ionomycin | normalized B-score (activity score, 25-100; higher = stronger inhibition) at 10 µM | 310,000 compounds, 1.2% hits | AID 588511;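 active = ratio plate-corrected score three or more library SD toward inhibition, starting fluorescence score within five deviations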;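 also: score derived from kinetic fluorescence span divided by baseline fluorescence per well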
# TRPC4 potent = allosterically enhances the mouse TRPC4 cation channel. B-score at 10 µM. Q9QUQ5. AID 2227. HEK293 TRPC4beta/mu-opioid, DAMGO EC20, Fluo-4 Ca2+ flux; stronger effect = higher value. 310,000 compounds, 0.42% hits;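 active = B-score of calcium response area above 5 SD of library B-scores, with initial fluorescence ratio within 5 SD of library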;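 also: B-score of integrated fluorescence ratio over time as area under calcium response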
# hERG rescue = compounds protecting human hERG from proarrhythmic drug block. CHO-hERG, FluxOR thallium flux, dofetilide IC70 present. activation (rescue from dofetilide block), less the hit threshold, % at 10 µM. 310,000 compounds, 0.51% hits;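 active = activation above the mean of controls blocked by dofetilide plus 5 SD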;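 also: thallium influx through hERG after potassium depolarization seen as dye fluorescence rise; in these data hits start at about 4.7%; inactives centre near -7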
# KCNK9 inh = blocks the human KCNK9 two-pore domain potassium channel; HEK293 KCNK9, FluxOR thallium flux fluorescence; stronger effect = lower value; B-score at 10 µM; 310,000 compounds, 1.2% hits;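 active = ratio B-score over 3 SD below the library mean, with starting fluorescence within 5 SD of its mean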;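 also: negative B-score means less thallium flux so channel inhibition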
# Target sequence (Q9NPC2 whole entry, looked up, the tested form may be a part): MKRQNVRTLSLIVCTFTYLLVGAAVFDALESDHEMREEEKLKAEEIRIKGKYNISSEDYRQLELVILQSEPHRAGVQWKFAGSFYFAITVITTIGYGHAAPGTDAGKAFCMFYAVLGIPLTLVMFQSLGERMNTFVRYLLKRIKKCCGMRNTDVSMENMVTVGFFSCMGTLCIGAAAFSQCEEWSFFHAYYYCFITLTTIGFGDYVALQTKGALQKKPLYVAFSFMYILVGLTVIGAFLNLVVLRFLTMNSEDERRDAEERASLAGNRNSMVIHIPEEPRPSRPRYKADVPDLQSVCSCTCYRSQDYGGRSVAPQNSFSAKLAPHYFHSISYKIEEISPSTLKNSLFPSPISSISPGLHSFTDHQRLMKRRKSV
# HDAC3 inhib = blocks human histone deacetylase 3; O15379; recombinant HDAC3, fluorogenic peptide/trypsin coupled, fluorescence; inhibition, % at 8.3 µM; 320,000 compounds, 0.15% hits; in the data active = inhibition above about 26%, passing the limit was not always enough
# Target sequence (O15379 whole entry, looked up): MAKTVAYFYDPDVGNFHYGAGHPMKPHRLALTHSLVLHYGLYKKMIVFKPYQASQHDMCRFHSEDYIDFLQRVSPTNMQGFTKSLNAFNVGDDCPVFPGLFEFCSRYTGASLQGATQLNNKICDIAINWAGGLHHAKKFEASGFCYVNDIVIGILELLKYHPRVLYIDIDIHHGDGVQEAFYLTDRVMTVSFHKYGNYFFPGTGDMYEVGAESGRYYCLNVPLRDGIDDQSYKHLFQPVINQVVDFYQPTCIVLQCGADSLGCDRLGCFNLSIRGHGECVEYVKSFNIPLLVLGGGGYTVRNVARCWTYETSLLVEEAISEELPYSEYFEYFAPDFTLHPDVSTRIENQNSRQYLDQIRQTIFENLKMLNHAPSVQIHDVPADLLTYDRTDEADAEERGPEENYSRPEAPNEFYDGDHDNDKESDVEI
# Dyrk1A ADPGlo = inhibitors of rat Dyrk1A kinase; ADP-Glo luminescence, NFATc1 peptide; inhibition, % at 12.5 µM; 310,000 compounds, 0.43% hits; Q63470; AID 504441; in the data active = inhibition above about 50%;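 also: plate controls were vehicle with enzyme for no effect and no enzyme for full effect; many of its hits are not listed in these tables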
# KCNQ1 act = potentiates or activates the human KCNQ1 potassium channel; B-score at 10 µM; 310,000 compounds, 0.35% hits; CHO-K1 KCNQ1, thallium flux FluxOR fluorescence; stronger effect = higher value; P51787;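 active = fluorescence ratio B-score, a plate-corrected score, at least three library SD, with initial intensity B-score within 5 SD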
#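 assay system = CHO-K1 cells stably expressing KCNQ1 | medium = assay buffer, equal DMSO in all wells | timing = 37 °C overnight plating, 90-min dark dye load, 20-min compound pretreatment | measured by = kinetic FluxOR thallium fluorescence, 10-s 1-Hz baseline, 110-s post-stimulus read | measure = fluorescence change relative to baseline, converted to B score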
# TMEM16A act = activators or potentiators of mouse TMEM16A chloride channel; B-score at 10 µM; HEK293 TMEM16A/YFP-H148Q/I152L, iodide quench fluorescence; stronger effect = lower value; 340,000 compounds, 0.3% hits; Q8BHY3; AID 623877;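 active = fluorescence-ratio B-score plate-corrected deviation score at least 3 library SD below zero, with starting fluorescence score within 5 deviations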;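 also: channel opened by trigger with iodide after compound preincubation; score built on the fluorescence ratio of max minus min over baseline; more negative score means more quench and so TMEM16A activation or potentiation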
# TRPC4 agonist = activators of mouse TRPC4 channel; B-score at 10 µM; 310,000 compounds, 0.49% hits; Q9QUQ5; AID 2237; HEK293 TRPC4beta/mu-opioid, Fluo4 calcium fluorescence; stronger effect = higher value;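 active = B-score above 5 SD of library B-scores, and initial fluorescence ratio not above library mean plus 5 SD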;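 also: positive B-score marks a calcium rise read as TRPC4 activation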
#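 Material: HEK293 stable line with TRPC4beta plus mu-opioid receptor; technique: Fluo4 calcium-sensitive dye fluorescence, kinetic, 1 Hz baseline; timing: Fluo4 dye loading 45 min at room temperature, 110 s recording; controls: assay buffer as low control, maximal DAMGO as high control; read-out: integrated baseline-normalised fluorescence ratio, converted to per-well B score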
# KCNK3 inh = human KCNK3 channel inhibition, primary screen; AID 602410; CHO-KCNK3 thallium flux, FluxOR fluorescence; stronger effect = lower value; O14649; 340,000 compounds, 0.84% hits; B-score at 10 µM;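 active = B-score under library mean minus 4 SD, starting fluorescence ratio at most library mean plus 5 SD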;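 also: more negative B-score means stronger inhibition of thallium flux through KCNK3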
# Active calls of the source: *; i = inactive; . = not tested or not shown. A portion of the library. The share of hits here may be higher or lower than overall.
SMILES,KCNQ1 block,ANO1 block,TRPC4 potent,hERG rescue,KCNK9 inh,HDAC3 inhib,Dyrk1A ADPGlo,KCNQ1 act,TMEM16A act,TRPC4 agonist,KCNK3 inh
CCCOc1ccc(N2C(=O)CC(N(O)c3ccccc3)C2=O)cc1 (stereo not given),i,i,i,1,i,3,4,i,i,i,i
O=c1sc2ccccc2c(=O)n1Cc1ccccc1F,i,i,i,-12,i,-3,-3,i,i,i,i
CCC1(c2ccc(F)cc2)NC(=O)N(CC(=O)NCc2ccc(F)cc2)C1=O (stereo not given),i,i,i,-7,i,1,3,i,i,i,i
CCC(=O)Nc1ccc(Cl)c(-c2nc3ncccc3o2)c1,i,i,i,-13,i,0,14,i,i,i,i
CCC(C(=O)OC(C)C(=O)Nc1ccc(Cl)cn1)c1ccccc1 (stereo not given),i,i,i,-7,i,2,-2,i,i,i,i
Cc1ccc(C(=O)NCC(=O)NCCc2ccc(S(N)(=O)=O)cc2)s1,i,i,i,-4,i,9,-8,i,i,i,i
CCN(C(=O)CSc1nnc(-c2ccccc2Br)o1)C1CCS(=O)(=O)C1 (stereo not given),i,i,i,-4,i,4,6,i,i,i,i
CCN(CC)c1ccc(/C=N/N2C(=O)c3ccccc3C2=O)cc1,i,i,i,-1,i,-2,-4,i,i,i,i
CN(C)CCSc1nc(O)c(-c2ccccc2)c(=O)n1-c1ccccc1,i,i,i,-5,i,7,-6,i,i,i,i
COc1ccc(NC(=O)COC(=O)C23CCC(=O)N2c2ccccc2S3)cc1 (stereo not given),i,i,i,-12,i,2,2,i,i,i,i
C/C(=N\NC(=O)CSc1nc2ccccc2s1)c1cccnc1,i,i,i,-5,i,-1,1,i,i,i,i
Cc1cc(C)cc(S(=O)(=O)c2cn(C)c3cc(N4CCN(C)CC4)c(F)cc3c2=O)c1,i,i,i,-5,i,3,-4,i,i,i,i
Cc1ccc(S(=O)(=O)N2CCN(C(=O)c3n[nH]c(=O)c4ccccc34)CC2)cc1,i,i,i,-19,i,4,2,i,i,i,i
Cc1cc(C)nc(SCC(=O)OCC(=O)Nc2ccccc2)n1,i,i,i,-2,i,-7,-5,i,i,i,i
COCCCN1CC23C=CC(O2)C(C(=O)OC)C3C1=O (stereo not given),i,i,i,-4,i,-1,-5,i,i,i,i
O=C(CNc1cccc(F)c1)N1CCc2ccccc2C1,i,i,i,-2,i,3,4,i,i,i,i
COc1ccccc1NS(=O)(=O)c1cc(NC(=O)CCNC(C)=O)ccc1N1CCCCC1,i,i,i,-11,i,18,12,i,i,i,i
Cn1c(CNC(=O)CNC(=O)c2cccc(F)c2)cc(=O)n(C)c1=O,i,i,i,-5,i,3,1,i,i,i,i
CCCNC(=O)COC(=O)c1cc(SC)ccc1Cl,i,i,i,-4,i,-3,15,i,i,i,i
O=C1c2ccccc2-c2nnc(-c3ccccc3)cc21,i,i,i,-2,i,-5,6,i,i,i,i
COc1ccc2oc(-c3ccc(C)c(NC(=O)c4ccc(N5CCOCC5)c([N+](=O)[O-])c4)c3)nc2c1,i,i,i,-10,i,1,3,i,i,i,i
Cc1ccccc1NC(=S)NC(NC(=O)C(C)(C)C)C(Cl)(Cl)Cl (stereo not given),i,i,i,-12,i,1,2,i,i,i,i
CCCOc1ccc(Cn2c(=O)oc3ccc(C)cc32)cc1,i,i,i,-7,i,2,-2,i,i,i,i
O=C(Nc1ccc(OCC(=O)N2CCN(S(=O)(=O)c3ccccc3)CC2)cc1)c1ccco1,i,i,i,-4,i,4,-9,i,i,i,i
COCCCn1c(C)nnc1SCC(=O)Nc1ccc(C(C)=O)cc1,i,i,i,-4,i,-8,.,i,i,i,i

# Continued.
SMILES,KCNQ1 block,ANO1 block,TRPC4 potent,hERG rescue,KCNK9 inh,HDAC3 inhib,Dyrk1A ADPGlo,KCNQ1 act,TMEM16A act,TRPC4 agonist,KCNK3 inh
CCc1ccc2nc(NC(=O)c3cc(C)on3)sc2c1,i,i,i,9.4*,i,1,48,29*,i,i,i
CCOC(=O)N1CCN(C(=O)c2ccc(CS(=O)c3ccccc3)o2)CC1 (stereo not given),i,i,i,-3,i,6,3,i,i,i,i
COc1ccc(C(=O)NCCS(=O)(=O)N2CCCC2)cc1,i,i,i,-7,i,1,.,i,i,i,i
Cc1ccc(-c2nnc(SCC(=O)NC3CCCc4ccccc43)n2N)cc1 (stereo not given),i,i,i,-4,i,2,-13,i,i,i,i
S=C(NC1CCCCC1)N1CCN(c2ncccn2)CC1,i,i,i,-13,i,-1,0,i,i,i,i
O=C(N/C(=C\c1ccc(Cl)cc1)C(=O)N1CCCCC1)c1ccco1,i,i,i,-7,i,0,2,i,i,i,i
CCOC(=O)C1(CCOC)CCN(Cc2ccncc2)CC1,i,i,i,-7,i,0,5,i,i,i,i
NS(=O)(=O)c1ccc(CNC(=O)/C=C/c2ccccc2)cc1,i,i,i,-12,i,0,1,i,i,i,i
COC(CNC(=O)[C@H](CSCc1ccccc1)N1Cc2ccccc2C1=O)OC,i,i,i,-9,i,.,4,i,i,i,i
O=C(CCN1C(=O)/C(=C\c2ccccc2F)SC1=S)Nc1ccc(C(=O)O)c(O)c1,i,i,i,-13,i,11,19,i,i,i,i
CCn1c(SCc2cccc(F)c2)nnc1-c1ccncc1,i,i,i,-10,i,-3,-3,i,i,i,i
CCOC(=O)C1(Cc2ccccc2C)CCCN(C(=O)c2cc(CC)nn2C)C1 (stereo not given),i,i,i,-6,i,1,-6,i,i,i,i
O=C(CCC(=O)N1CCCCC1)Nc1nnc(C2CCCCC2)s1,i,i,i,-9,i,-8,2,i,i,i,i
COC(=O)C1C(=O)/C(=C/N(C)C)C(=O)CC1(C)C (stereo not given),i,i,i,-4,i,-6,2,i,i,i,i
O=C(NNS(=O)(=O)c1ccc([N+](=O)[O-])cc1)C(=O)Nc1cccc(C(=O)O)c1,i,i,i,-4,i,5,10,i,i,i,i
COC(=O)COc1ccc(S(=O)(=O)NCc2ccc3c(c2)OCO3)cc1C,i,i,i,-7,i,2,-3,i,i,i,i
O=C(NC(=S)N1CCN(c2ccc(C(F)(F)F)cc2[N+](=O)[O-])CC1)c1cccs1,i,i,i,3,i,1,-13,10*,i,i,i
COc1ccc(NC(=O)COC(=O)Cn2c(C)nc3ccccc32)cc1OC,i,i,i,-8,i,3,6,i,i,i,i
CCN(CC)S(=O)(=O)c1ccc(Cl)c(NC(C)=O)c1,i,i,i,-7,i,2,0,i,i,i,i
C=CCn1c(SCC(=O)CC(=O)OCC)nc2cc(C(=O)N3CCC(C(N)=O)CC3)ccc2c1=O,i,i,i,-10,i,-2,-3,i,i,i,i
O=C(O)c1ccc(OCCN2CCCC2=O)cc1,i,i,i,-8,i,0,11,i,i,i,i
COc1cccc(Cn2c(Oc3ccccc3)nc3c2c(=O)n(C)c(=O)n3C)c1,i,i,i,-8,i,8,18,i,i,i,i
Cc1ccc(N2C(=O)N(CC(=O)N(C)Cc3ccccc3)C(=O)C2C)cc1 (stereo not given),i,i,i,-12,i,0,1,i,i,i,i
CSc1ccc(C(=O)C2CCCN(C(=O)c3nn(C)c(=O)c4ccccc34)C2)cc1 (stereo not given),i,i,i,-12,i,-3,-2,i,i,i,i
CC(C(=O)Nc1ccccc1C(=O)N1CCCC1)n1nnc2ccccc21 (stereo not given),i,i,i,-9,i,-3,-7,i,i,i,i

# Molecules shown so far containing a thiophene ring, fused or not, in the order listed:
SMILES,KCNQ1 block,ANO1 block,TRPC4 potent,hERG rescue,KCNK9 inh,HDAC3 inhib,Dyrk1A ADPGlo,KCNQ1 act,TMEM16A act,TRPC4 agonist,KCNK3 inh
Cc1ccc(C(=O)NCC(=O)NCCc2ccc(S(N)(=O)=O)cc2)s1,i,i,i,-4,i,9,-8,i,i,i,i
O=C(NC(=S)N1CCN(c2ccc(C(F)(F)F)cc2[N+](=O)[O-])CC1)c1cccs1,i,i,i,3,i,1,-13,10*,i,i,i

# The results go on.
SMILES,KCNQ1 block,ANO1 block,TRPC4 potent,hERG rescue,KCNK9 inh,HDAC3 inhib,Dyrk1A ADPGlo,KCNQ1 act,TMEM16A act,TRPC4 agonist,KCNK3 inh
COCCNC(=O)/C(C#N)=C1\N=C(NC(=O)c2cccs2)c2ccccc21,i,i,i,-2,i,0,6,i,i,i,i
COc1cccc(CNC(=O)C(C)n2ccc3cc(S(=O)(=O)N4CCCCCC4)ccc32)c1 (stereo not given),i,i,i,-7,i,-5,7,i,i,i,i
Cc1csc(NC(=O)CSc2nc(=O)n(CCN(C)C)c3c2CCCC3)n1,i,i,i,-12,i,4,1,i,i,i,i
CCOc1ccc(/C=N/n2c(SC)nnc2-c2ccccc2)cc1OCC,i,i,i,-11,i,7,1,i,i,i,i
CCOc1ccc(CN2CCCN(C)CC2)cc1,i,i,i,-11,i,0,0,i,i,i,i
CCOC(=O)NN1C(=O)c2ccccc2NC1c1cccs1 (stereo not given),i,i,i,3,i,-12,-1,i,i,i,i
Cc1cccc[n+]1CC(=O)c1ccc(NC(=O)c2ccccc2)cc1,i,i,i,-4,i,6,-3,i,i,i,i
Cc1csc(SC(C)C(=O)NCc2ccc3c(c2)OCO3)n1 (stereo not given),i,i,i,-7,i,-6,.,i,i,i,i
O=C(CCl)Nc1cccc(S(=O)(=O)N2CCCCCC2)c1,i,i,i,0,i,-3,-1,i,i,i,i
O=C(/C=C/c1ccccc1O)c1ccco1,i,i,i,-1,i,4,19,i,i,i,i
COC(=O)CCc1n[nH]c(=O)[nH]c1=O,i,i,i,-1,i,3,1,i,i,i,i
CC1=C(C)CC(C(=O)NCCc2ccc(F)cc2)C(C(=O)O)C1 (stereo not given),i,i,i,-3,i,-9,-4,i,i,i,i
COc1cc(/C=N/NC(=O)C(Cc2c[nH]c3ccccc23)NC(=O)OCc2ccccc2)cc([N+](=O)[O-])c1O (stereo not given),i,i,i,-16,i,7,-7,i,i,i,i
C/C(=N/NC(=O)c1cc(C2CC2)[nH]n1)c1cccs1,i,i,i,4,i,4,2,i,i,i,i
COc1ccc(-c2cc(OC)c3ccccc3n2)cc1,i,i,i,-2,i,-50,22,i,i,i,i
CCOC(=O)C1(CCOc2ccccc2)CCN(Cc2cc(OC)c3c(c2)OCO3)CC1,i,i,i,-18,i,9,0,i,i,i,i
CCc1ccccc1NC(=O)c1cc(-c2ccc(OC)cc2)on1,i,i,i,-4,i,-3,0,i,i,i,i
